# Screening data from PubChem BioAssay.
# Cneo AK release: Cryptococcus neoformans cell lysis inducers, primary screen, AK release luminescence, single concentration; C. neoformans lysis, adenylate kinase release luminescence, 4 h; normalised: neutral wells 0, clomiphene wells 100; lysis activity, % at 15 µM; 360,000 compounds, 0.2% hits;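 active means mean lysis activity across replicates of at least 80%, whatever share of replicates individually reach that level; inactive means mean lysis activity below 80%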
#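 Assay system: Cryptococcus neoformans yeast cells / Dosing: single-point compound dose / Timing: 4 h at 37 °C static, read 1 h later / Measured by: luminescence of released adenylate kinase using an AK detection reagent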
# miR122 inh: miR-122 Renilla sensor signal increase in Huh7, primary screen, miR-122 inhibitor project, cell-based, single point, plate reader | Huh7 miR-122 Renilla luciferase sensor, 48 h; neutral wells = 0, positive control = 100 | activation (reporter increase), % at 12.5 µM | 340,000 compounds, 0.3% hits | AID 602342, 2012;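 active means mean replicate activation score at least 90 and every replicate individually at or above 90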;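 further: higher luciferase means less miR-122 activity so hits act as miR-122 inhibitors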
# SIRT5 inh: SIRT5 desuccinylase inhibitors, primary screen, biochemical, fluorescence imaging, single point, set 5; Purified SirT5, succinyl-peptide AMC, trypsin-coupled fluorescence; inhibition, % at 15 µM; 330,000 compounds, 1.1% hits; in the data active means inhibition above about 15%
# Target sequence (Q9NXA8 whole entry, looked up): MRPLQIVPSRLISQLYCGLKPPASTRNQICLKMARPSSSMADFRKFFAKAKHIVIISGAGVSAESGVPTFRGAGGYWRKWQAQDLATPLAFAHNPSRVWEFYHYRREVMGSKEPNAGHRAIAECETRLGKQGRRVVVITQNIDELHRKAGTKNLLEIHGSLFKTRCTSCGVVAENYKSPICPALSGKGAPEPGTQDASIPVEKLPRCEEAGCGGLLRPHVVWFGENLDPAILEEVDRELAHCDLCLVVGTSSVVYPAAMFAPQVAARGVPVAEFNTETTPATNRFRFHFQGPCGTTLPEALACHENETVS
# Statin myotox sup: suppressors of statin myotoxicity in C2C12 myotubes, primary screen, cell-based, single point, plate reader. C2C12 myotubes + simvastatin, ATP luminescence, 48 h; scaled: DMSO 0, geranylgeraniol control 100. rescue of ATP level, % at 7.49 µM. 330,000 compounds, 0.78% hits;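 active means mean ATP rescue above about 67%, or every replicate alone reaching that limit, limit read from the data, passing the limit was not always enough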;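 further: myotubes were challenged with 10 µM simvastatin during compound exposure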
# ERp5 block: inhibitors of ERp5-driven insulin aggregation, primary screen, biochemical, turbidity, absorbance 650 nm, single point | 90 min | 350,000 compounds, 0.05% hits | inhibition, % at 9.99 µM | Protein disulfide-isomerase A6 (Homo sapiens), Q15084;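 active means mean replicate inhibition above about 25%, with every replicate also reaching it, limit read from the data, passing the limit was not always enough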
# Target sequence (Q15084 whole entry, looked up): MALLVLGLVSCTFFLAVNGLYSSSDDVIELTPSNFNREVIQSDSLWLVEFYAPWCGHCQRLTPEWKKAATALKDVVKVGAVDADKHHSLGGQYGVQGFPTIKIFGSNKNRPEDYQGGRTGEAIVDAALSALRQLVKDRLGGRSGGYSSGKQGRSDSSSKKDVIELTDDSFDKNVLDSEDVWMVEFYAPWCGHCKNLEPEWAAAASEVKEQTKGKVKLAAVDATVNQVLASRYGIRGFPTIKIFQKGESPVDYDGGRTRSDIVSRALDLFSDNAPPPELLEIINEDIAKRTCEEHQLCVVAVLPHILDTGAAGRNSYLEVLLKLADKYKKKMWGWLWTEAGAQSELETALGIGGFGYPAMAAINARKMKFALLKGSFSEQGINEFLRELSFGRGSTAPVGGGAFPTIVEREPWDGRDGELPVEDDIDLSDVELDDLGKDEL
# ARNT-TACC3 inh: disruptors of ARNT/TACC3 protein interaction, primary screen, biochemical, AlphaScreen, single concentration | inhibition, % at 9.99 µM | 390,000 compounds, 0.66% hits | AlphaScreen His-ARNT PAS-B/GST-TACC3 binding, luminescence; TACC3 fragment carries E629A point mutation | Transforming acidic coiled-coil-containing protein 3 (Homo sapiens), Q9Y6A5;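 active means mean inhibition of replicates at least 50% and at least half of replicates each reaching 50%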;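 further: 0% = complete ARNT plus TACC3 wells and 100% = ARNT alone without TACC3; many hits fall short of the cut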
# esBAF inh: Bmi1 luciferase reporter increase in mESCs, primary screen, esBAF inhibitor project, mouse ES cells, Bmi1 luciferase knock-in, single point | 24 h; 100% = twice the neutral-well signal | reporter increase, % at 12.5 µM | 350,000 compounds, 2% hits; in the data active means activation above about 40%;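 further: 0% = median of the plate's neutral control wells and 100% = double that signal; a rise in the Bmi1 reporter signal indicates esBAF inhibition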
# * = called active by the depositor; / = not tested or not shown; [ ] = dose if it differs, or a comment.
structure	Cneo AK release	miR122 inh	SIRT5 inh	Statin myotox sup	ERp5 block	ARNT-TACC3 inh	esBAF inh
C[C@@H]1CN([C@@H](C)CO)C(=O)c2cc(NC(=O)Nc3ccccc3)ccc2O[C@@H](C)CCCCO[C@@H]1CN(C)C(=O)c1ccccc1	1	12[16.7 µM]	5	/	-3	-10	-7
Cc1cc(-n2nc3ccccc3n2)c(O)c([N+](=O)[O-])c1	3	-7	2	0	2	-2	-11
Cc1nn(Cc2c(F)c(F)c(F)c(F)c2F)c(C)c1NC(=O)c1ccc(COc2cc(Cl)ccc2Cl)cc1	4	-6	/	/	/	-6	47*
C[C@@H]1CCCCO[C@H](CN(C)S(=O)(=O)c2ccccc2)[C@@H](C)CN([C@@H](C)CO)C(=O)c2cc(NC(=O)C3CCCCC3)ccc2O1	-2	6[16.7 µM]	16*	/	0	-1	-3
C[C@H](CO)N1C[C@H](C)[C@H](CN(C)S(=O)(=O)c2cn(C)cn2)Oc2ccc(NC(=O)NC3CCCCC3)cc2C1=O	3	-5[16.7 µM]	3	-13	4	-7	8
O=C(CCSCc1ccc(Cl)cc1)NCCc1ccccc1	/	/	-10	/	-3	-2	/
O=C(C[C@@H]1CC[C@@H]2[C@H](COC[C@@H](O)CN2Cc2ccc3c(c2)OCO3)O1)Nc1ccc(-c2ccccc2)cc1	-2	-1[16.7 µM]	/	-1	/	11	-6
CCNC(=O)[C@H]1[C@H](CO)[C@H]2Cn3c(ccc(-c4ccc(OC)cc4)c3=O)[C@H]2N1Cc1nccs1	-1	/	-48	3	6	16	-4
Cc1ccc(S(=O)(=O)Nc2ccc3c(c2)C(=O)c2ccccc2-3)cc1	1	28	/	12	4	/	-3
COc1ccccc1C(=O)NCCC(=O)N1CCN(S(=O)(=O)c2cccc(Cl)c2)CC1	-1	/	-6	0	-6	-5	8
Cn1c(=O)c2cn(-c3cccc4ccccc34)cc2n(C)c1=O	0	-2	/	27	/	-5	15
COc1ccc(S(=O)(=O)Nc2ccc3c(c2)C(=O)N([C@H](C)CO)C[C@@H](C)[C@@H](CN(C)S(=O)(=O)c2ccc(Cl)cc2)O3)cc1	0	65	20*	6	0	-3	1
CC(=O)c1ccc(S(=O)(=O)N(C)C(C)CCc2ccco2)cc1 (configuration not stated)	1	8	-2	-15	-5	-5	-4
CC1OC(Oc2c(-c3cc(O)c(O)c(O)c3)oc3cc(O)cc(O)c3c2=O)C(O)C(O)C1O (configuration not stated)	0	2	5	10	5	34	-8
C[C@@H]1CCCCO[C@H](CN(C)Cc2ccc(C(=O)O)cc2)[C@H](C)CN([C@@H](C)CO)C(=O)c2cc(NS(=O)(=O)c3cn(C)cn3)ccc2O1	1	-1[16.7 µM]	/	/	/	2	1
CO[C@H]1CN(C)C(=O)c2cc(NC(=O)c3cccc(F)c3)ccc2OC[C@H](C)N(C)C[C@H]1C	-3	/	2	-8	-5	-1	-8
COc1ccc2c(c1)SCC/C2=C\CN1C(=O)CCC1=O	/	/	-5	/	0	-2	/
COc1ccc(N(CC(=O)NCCSC2CCCCC2)S(=O)(=O)c2ccccc2)c(OC)c1	-5	-1	-2	-8	0	5	0
COc1ccc(/C=N\NC(=O)COc2ccc(Cl)cc2Cl)c(C(=O)O)c1OC	0	-19	/	/	/	-2	/
CC(=O)Nc1ccc(C(=O)COC(=O)Cc2ccsc2)c(F)c1	0	-5	-1	5	9	-39	/

# Single records, from the list above:
# Shown for `CCNC(=O)[C@H]1[C@H](CO)[C@H]2Cn3c(ccc(-c4ccc(OC)cc4)c3=O)[C@H]2N1Cc1nccs1` → Cneo AK release: -1; miR122 inh: /; SIRT5 inh: -48; Statin myotox sup: 3; ERp5 block: 6; ARNT-TACC3 inh: 16; esBAF inh: -4
# Shown for `Cc1ccc(S(=O)(=O)Nc2ccc3c(c2)C(=O)c2ccccc2-3)cc1` → Cneo AK release: 1; miR122 inh: 28; SIRT5 inh: /; Statin myotox sup: 12; ERp5 block: 4; ARNT-TACC3 inh: /; esBAF inh: -3

# The list continues:
structure	Cneo AK release	miR122 inh	SIRT5 inh	Statin myotox sup	ERp5 block	ARNT-TACC3 inh	esBAF inh
CS(=O)(=O)Nc1cccc(NC(=O)c2cccc3c(-c4cccnc4)coc23)c1	2	3	/	3	/	/	7
O=C(Nc1ccc(SC(F)F)cc1)c1cccc2nc3ccccc3nc12	-2	-3	/	/	/	-2	/
CCOC(=O)c1ccc(NC(=S)NCCCN2CCOCC2)cc1	/	-13	-1	/	5	-2	/
Cc1cc(F)ccc1-c1cc(C(=O)NC2CCCCC2)[nH]n1	-3	-3	/	-4	2	/	62*
CC(=O)c1ccc(NC(=O)c2ccc([N+](=O)[O-])o2)cc1	-2	-1	-2	23	-2	-5	26
CCCc1ccc(C2=Nn3c(nnc3C(C)C)SC2)cc1	2	1	/	43	/	6	2
CN(C)C(=O)[C@H]1[C@H](CO)[C@H]2Cn3c(ccc(-c4ccccc4)c3=O)[C@@H]1N2C(=O)C1CCC1	0	/	-25	5	-10	-4	-1
O=C1c2cccc3cccc(c23)C(=O)N1Cc1ccccc1	0	/	-1	/	3	-5	/
CCC(=O)N(C)C[C@H]1Oc2cc(-c3cccc(C#N)c3)ccc2S(=O)(=O)N([C@@H](C)CO)C[C@@H]1C	0	15[16.7 µM]	-4	/	1	0	2
CN(CC(=O)NCc1ccccc1Cl)S(=O)(=O)c1cccs1	1	5	2	-4	5	-9	1
O=C(/C=C\c1ccccc1)Nc1ccc(NC(=O)c2ccco2)cc1	2	-1	-8	-30	0	-8	12
COc1ccc(NC(=O)Nc2ccc3c(c2)C(=O)N([C@@H](C)CO)C[C@@H](C)[C@H](CN(C)S(=O)(=O)c2ccc(F)cc2)O3)cc1	2	1[16.7 µM]	/	-1	/	14	-5
Cc1ccccc1OCC(=O)NCCN(C)C	-3	0	/	-10	/	-5	-1
COc1ccc(C(=O)c2c[nH]cc2-c2ccccc2)cc1	3	4	2	/	4	-18	/
C[C@H](CO)N1C[C@H](C)[C@H](CN(C)S(=O)(=O)c2ccc(Cl)cc2)OCCCC[C@H](C)Oc2ccc(N(C)C)cc2C1=O	-1	-10[16.7 µM]	3	28	2	18	-5
C=C(c1ccc(O)cc1)c1ccc(O)cc1	-2	-2	/	-7	/	3	-2
O=C(C[C@@H]1CC[C@@H](NC(=O)c2ccncc2)[C@H](CO)O1)Nc1ccccc1	-2	/	2	0	-10	-20	-3
CN(C)C(=O)C[C@H]1CC[C@@H]2[C@@H](COc3ccc(NC(=O)C4CCOCC4)cc3C(=O)N2C)O1	58	2[16.7 µM]	5	1	8	-10	-1
Cc1cccc(C)c1OCCOC(=O)c1n[nH]c2ccccc12	-1	1	-3	9	1	-4	24
Cc1ccccc1N/N=C/c1sc(=O)n(Cc2cccc(C(=O)O)c2)c1Cl	/	-2	7	3	0	1	6
C[C@@H]1CN([C@@H](C)CO)C(=O)Cc2cc(NC(=O)Cc3cn(C)c4ccccc34)ccc2O[C@@H]1CN(C)Cc1ccc(C(F)(F)F)cc1	59	21[16.7 µM]	0	10	-3	-20	-3
C[C@@H]1CN([C@H](C)CO)C(=O)Cc2cc(NC(=O)Cc3ccccc3)ccc2O[C@@H]1CN(C)Cc1ccc(Oc2ccccc2)cc1	1	-14[16.7 µM]	14	-47	4	1	2
CCCC#Cc1ccc2c(c1)O[C@H](CN(C)C(=O)COC)[C@@H](C)CN([C@@H](C)CO)S2(=O)=O	-5	-17[16.7 µM]	0	2	5	-1	4
CCCn1ncc(CN2CCC(n3nccc3NC(=O)c3ccccc3Cl)CC2)c1C	6	/	-3	-5	14	-6	-5
C[C@@H]1CN([C@@H](C)CO)C(=O)c2cc(/C=C/c3ccccc3)cnc2O[C@H]1CN(C)S(=O)(=O)c1ccccc1	42	-4[16.7 µM]	4	11	-4	-3	-1
O=C(CN1C(=O)CCSc2ccccc21)NC1CCCCC1	1	2	-3	-2	1	/	-4
CCOc1cccc(CN2CCC(n3nccc3NC(=O)C3CC3)CC2)c1O	-1	3	1	0	-4	-1	0
COc1ccc(S(=O)(=O)N(C)C[C@@H]2OCc3ccccc3-c3c(n(C)c4ccccc34)C(=O)N([C@@H](C)CO)C[C@H]2C)cc1	-1	/	5	/	2	8	8
C[C@@H]1CN([C@@H](C)CO)C(=O)c2cccc(NS(=O)(=O)c3ccccc3)c2O[C@H]1CN(C)CC1CCCCC1	-6	7[16.7 µM]	2	3	-4	-7	4
CO[C@@H]1CN(C)C(=O)c2cc(NS(=O)(=O)c3ccc(Oc4ccccc4)cc3)ccc2OC[C@H](C)NC[C@@H]1C	-1	-6[16.7 µM]	4	16	-1	-20	0
CN1C(=O)c2cc(NC(=O)Cc3ccccc3)ccc2OC[C@H]2O[C@H](CC(=O)O)CC[C@H]21	5	-42[16.7 µM]	-6	2	2	-11	-1
COc1ccc(OCCOC(=O)CNC(=O)c2cccc(C)c2)cc1	3	-2	-2	-1	6	23	4
CCS(=O)(=O)n1nc(-c2cccnc2)nc1NCc1ccc(F)cc1	/	/	-1	/	-5	0	/
CCCNC(=O)C[C@@H]1CC[C@@H]2[C@@H](COc3ccc(NC(=O)NCC)cc3C(=O)N2C)O1	-2	3[16.7 µM]	-6	-7	4	21	-1
CS(=O)(=O)N1CCN(C(=O)c2ccccc2F)CC1	1	0	/	95*	/	/	-3
O=C1CCC(C(=O)N2CCN(c3ccc(F)cc3)CC2)CN1CC1CCCCC1 (configuration not stated)	3	-1	-1	12	0	-26	-11
Cc1cc(Cn2nnnc2-c2ccncc2)cc(C)c1O	0	/	-3	-7	5	32	2
COc1ccc(C(=O)Nc2ccc3c(c2)C(=O)N(C)[C@@H]2CC[C@@H](CC(=O)NCC4CC4)O[C@@H]2CO3)cc1	-2	/	-4	6	5	/	4
C[C@@H]1CN([C@H](C)CO)C(=O)c2cc(NC(=O)CCN3CCOCC3)ccc2O[C@@H]1CN(C)Cc1ccc(-c2ccccc2)cc1	3	16[16.7 µM]	-4	19	-5	0	-5
Fc1ccc(N2Cc3ccsc3C=N2)cc1	/	/	-2	/	-2	2	/
COc1cc2oc(=O)cc(-c3ccc(-c4ccc(OC(F)(F)F)cc4)cc3)c2c(OC)c1OC	0	-8	1	-18	-3	-9	14
C[C@H](CO)N1C[C@H](C)[C@@H](CN(C)Cc2cccc(F)c2)Oc2ncc(C3=CCCCC3)cc2C1=O	2	9[16.7 µM]	3	/	-4	1	-4
CC(C)NC(=O)N(C)C[C@@H]1Oc2ccc(NS(=O)(=O)c3cccs3)cc2CC(=O)N([C@@H](C)CO)C[C@H]1C	5	-6[16.7 µM]	1	9	-3	0	-1
COc1ccc(OC)c(CNc2ncc(-c3ccc(F)cc3)n2C)c1	3	5	-1	-9	2	24	-5
C(=N\Nc1nncn1/N=C/c1ccco1)/c1ccco1	/	-1	1	7	5	64*	-7
CC1=C(C(=O)Nc2ccc(F)cc2)C(c2ccncc2)C2=C(CCCC2=O)N1 (configuration not stated)	-10	2	/	5	/	0	-4
COc1ccc(N2CCN(CCCNC(=O)c3ccc(CS(=O)(=O)c4ccc(OC)cc4)o3)CC2)cc1	/	-1	2	0	-5	5	-2
O=C(COc1ccc2ccccc2c1)NNC(=O)c1cccs1	-1	-3	7	4	-1	0	-5
Cc1ccc(N2CCN(C(=S)Nc3ccccc3)CC2)cc1	/	/	-6	/	3	-1	/
CCC1=NC(c2ccccc2Cl)N(O)C1(C)C (configuration not stated)	4	4	1	-20	-1	-1	-4
CCOc1ccccc1NC(=O)CN(C)S(=O)(=O)c1ccc2[nH]c(=O)oc2c1	0	1	-6	1	-6	8	0
CCn1cc(C(=O)N[C@H](C(=O)NCCO)C(C)C)c(=O)c2cc3c(cc21)OCO3	-1	-8	0	4	3	1	-6
